Screening data (PubChem BioAssay)
FN deposit inh: fibronectin deposition inhibition | AH1F fibroblasts, Alexa488-fibronectin deposition fluorescence, overnight | inhibition, % at 12.6 µM | hit rate 0.086% among 350,000 | AID 743247;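 active = mean inhibition across replicates of 30% or more, regardless of how many single replicates reach that level; inconclusive = mean under 30% yet at least half of replicates reach 30%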;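 note: positive control wells lacked labelled fibronectin entirely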
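Assay system: AH1F fibroblasts / Quantity: 10000 cells per well / Medium: DMEM plus 2% serum, read in PBS / Reagent: labelled fibronectin 24 nM / Dosing: single dose, pinned / Times: 1 h cell attachment, overnight exposure to compound and label / Signal: fluorescence, ex 485 nm, em 525 nm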
EWS-Fli inh: inhibitors of EWS/Fli oncoprotein transcriptional activity; A673 NR0B1-luciferase reporter, viability-normalised; AID 651661; hit rate 0.67% among 350,000; inhibition, % at 12.6 µM;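 active = mean inhibition of at least 50% after viability correction, with every replicate also passing that limit; inconclusive = mean reaches 50% but only one of two replicates passes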;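 note: firefly luciferase signal divided by Alamar Blue viability fluorescence both relative to DMSO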
RAD54 branch: blocks human RAD54 Holliday junction branch migration; Q92698; FAM/BHQ fluorescence; inhibition, % at 10.4 µM; hit rate 0.14% among 360,000; AID 602329;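 active = mean normalized replicate activity at least 40 and at least half of replicates scoring 40 or more; inconclusive = only one of the two criteria met; inactive = mean below 40 and under half of replicates reaching 40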;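 note: 0% = median of neutral control wells and 100% = median of positive control wells; inhibitors cause a drop in the FAM fluorescence signal; in these data hits start at about 50%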
S100A4 MyoIIA: blocks human S100A4 binding to myosin IIA peptide. S100A4/TAMRA-MyoIIA peptide fluorescence polarization. hit rate 0.14% among 360,000. P26447. AID 652163. inhibition, % at 10.7 µM;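 active = mean inhibition of at least 70% across replicates, with every replicate also reaching that level; inconclusive = mean inhibition reaches 70% but some replicates fall short; inactive = mean inhibition below 70%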
Target sequence (P26447 whole entry, looked up): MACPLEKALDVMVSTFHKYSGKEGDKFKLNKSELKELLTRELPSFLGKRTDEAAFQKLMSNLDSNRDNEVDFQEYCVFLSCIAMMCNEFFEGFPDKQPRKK
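Material: human S100A4 monomer with TAMRA-labelled myosin IIA peptide; buffer or medium: HEPES pH 7.2 with CaCl2, KCl, NaCl, DTT, Triton; compound dosing: one concentration per compound; schedule: 5 min incubation before reading; benchmarks: neutral control DMSO, positive control TFP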
E-sel inducer: induces E-selectin expression in human endothelial cells | AID 686992 | HUVEC E-selectin immunofluorescence imaging; normalized: neutral wells 0, TNF-alpha wells 100 | hit rate 0.37% among 260,000 | P16581 | activation, % at 7.58 µM;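 active = mean E-selectin-positive cell signal at least 10% of the positive control, reached in at least 60% of replicates, without over 20% cell loss; inconclusive = no rule given, readout overlaps actives, possibly toxicity-flagged; inactive = the rest, including those meeting only one limit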;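 note: in these data hits start at about 27%; measured in HUVEC primary endothelial cells; signal is the percent of cells scored E-selectin positive by PE staining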
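Assay system: HUVEC, human umbilical vein endothelial cells / Amount: 3,000 HUVEC/well / Controls: TNF-alpha positive control, DMSO neutral control / Compound dosing: single concentration / Medium: EGM-2 over gelatin coat / Evaluation: percent E-selectin-positive cells / Signal: immunofluorescence imaging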
esBAF inh: blocks esBAF chromatin remodeling in mouse ES cells | Bmi1-luciferase knock-in reporter, 24 h; 100% = twice the neutral-well signal | AID 602393 | hit rate 2% among 350,000 | reporter increase, % at 12.5 µM; in the data active = activation above about 40%; inconclusive = no clear call, values can overlap the other calls;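 note: 0% = median of the plate's neutral control wells and 100% = double that signal; a rise in the Bmi1 reporter signal indicates esBAF inhibition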
RAD52 anneal inh: RAD52 (human) annealing inhibition | recombinant RAD52 DNA annealing, FRET fluorescence | inhibition, % at 18.7 µM | hit rate 0.46% among 360,000 | AID 651710;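 active = every replicate showing at least 50% inhibition; inconclusive = mean inhibition at least 50% but not in every replicate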
Target sequence (P43351 whole entry, looked up): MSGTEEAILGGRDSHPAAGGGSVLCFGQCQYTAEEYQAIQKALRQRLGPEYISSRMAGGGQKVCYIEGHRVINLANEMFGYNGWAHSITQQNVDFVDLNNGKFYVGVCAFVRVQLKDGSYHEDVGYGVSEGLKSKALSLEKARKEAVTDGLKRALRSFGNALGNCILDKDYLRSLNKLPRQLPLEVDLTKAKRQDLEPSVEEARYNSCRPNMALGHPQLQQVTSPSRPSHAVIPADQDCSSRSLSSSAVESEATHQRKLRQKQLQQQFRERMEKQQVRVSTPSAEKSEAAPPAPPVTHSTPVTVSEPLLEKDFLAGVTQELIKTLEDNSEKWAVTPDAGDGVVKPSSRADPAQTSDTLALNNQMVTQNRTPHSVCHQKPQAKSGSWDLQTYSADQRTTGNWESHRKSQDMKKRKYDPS
XiGFP reactiv: activators of X-chromosome reactivation in mouse fibroblasts. activation, % at 7.58 µM. XiGFP mouse fibroblasts, % GFP-positive cells imaging, 3 d; cells co-treated with 5-aza-dC sensitizer; scaled so ellipticine positive control = 100%. hit rate 0.055% among 360,000. AID 743238;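 active = mean normalized replicate activation at least 10% and every replicate at or above 10%; inconclusive = only one of the two criteria met; inactive = mean below 10% and not all replicates reach 10%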;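 note: 0% = median of on-plate neutral control wells and 100% = ellipticine 6 µM median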
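Material: XiGFP fibroblasts, SV40-immortalized; Buffer or medium: DMEM containing 5-aza-dC; Compound dosing: single point; Times: 3 days compound exposure.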
Starred values were filed as active, the others as inactive; ? = inconclusive; · = not tested or not shown.

Compound,S100A4 MyoIIA,XiGFP reactiv,EWS-Fli inh,E-sel inducer,RAD52 anneal inh,FN deposit inh,RAD54 branch,esBAF inh
CCCCOc1ccc(-c2[nH]ncc2C=O)cc1,-5,0.1,-51,·,-14,3,·,·
N/C(=N/OC(=O)c1cccc([N+](=O)[O-])c1)c1cccc([N+](=O)[O-])c1,0,-0.1,-53,7.6,-8,-3,·,·
CC(=O)C1=CCC(c2cccc3ccccc23)N(S(=O)(=O)c2ccc(C)cc2)C1 (configuration not stated),-1,-0.2,-9,-0.1,-4,-16,9,-13
CCCCc1ccc(NC(=O)CSc2nc(=O)n(CCCN3CCOCC3)c3c2CCC3)cc1,-2,0.0,15,-0.3,15,-11,·,·
O=C1CCN(c2ccccc2)N1,-10,-0.1,-19,0.2,-6,5,1,0
COc1ccc(C(=O)C(=O)N2CCN(C(=O)c3cc(C(F)(F)F)cc(C(F)(F)F)c3)CC2)cc1OC,0,0.0,-6,0.1,-5,-11,·,·
C[C@@H]1CN([C@H](C)CO)C(=O)c2cc(C#CC3CC3)cnc2O[C@H]1CN(C)C(=O)c1ccc(F)cc1,-10,0.0,2,-0.2,-2,·,6,1
CC(C)[C@H](NC(=O)OCc1ccccc1)C(=O)NCc1ccccc1,0,0.1,15,·,2,-2,·,-1
CC(C)(C)NNC(=S)Nc1cccc(F)c1,-2,0.0,9,·,-14,6,-5,0
CNC(=O)C1CC(=O)N(c2ccc(OCC(=O)Nc3ccc(F)cc3)cc2)C1 (configuration not stated),5,0.0,10,-0.4,-23,·,-6,2
COc1ccc2c(c1)C(c1ccc(C)o1)=NNC(c1ccccc1)=N2,-13,0.0,-5,-0.8,-23,1,·,21
CCOc1ccc(NC(=O)N(O)C2(C#N)CCCCC2)cc1,2,-0.1,4,3.5,-11,1,·,·

Continued.
Compound,S100A4 MyoIIA,XiGFP reactiv,EWS-Fli inh,E-sel inducer,RAD52 anneal inh,FN deposit inh,RAD54 branch,esBAF inh
CCOC(=O)C1CCN(C(=O)C2CCC(=O)N(Cc3cccc(C(F)(F)F)c3)C2)CC1 (configuration not stated),3,-0.1,-7,-0.3,-11,7,-1,7
O=C(CN1CCOCC1)NCC[C@H]1CC[C@@H](NC(=O)Cc2ccccn2)[C@H](CO)O1,15,0.1,-4,-0.4,-33,-2,3,-4
OC[C@@H]1[C@@H]2c3ccccc3NC[C@@H]2N1Cc1ccccc1Cl,-24,0.1,11,0.6,-5,1,-2,7
CCN1CCN(S(=O)(=O)c2ccc(C(C)(C)C)cc2)CC1,-7,0.0,-1,·,-13,4,-5,5
COc1cccc(C(=O)OCC(=O)N2CCC(Cc3ccccc3)CC2)c1OC,-2,-0.1,-2,0.2,-12,-6,4,5
CCOc1ccc(S(=O)(=O)N2CCOCC2)cc1NC(=O)CCN1C(=O)NC2(CCCC2)C1=O,2,0.1,1,0.8,-7,·,2,-6
O=C(Nc1nc2ccccc2[nH]1)c1ccc(F)c(S(=O)(=O)N2CCOCC2)c1,-1,0.0,-24,·,-2,·,·,·
C[C@H]1CN([C@@H](C)CO)S(=O)(=O)c2ccc(C#CC3CCCC3)cc2O[C@H]1CN(C)C,-3,0.6,-5,-0.9,30,6,2,-1
CCN(CC)C(=O)[C@H]1C[C@H](CC(=O)NCCCOC)C(=O)N2CCc3c([nH]c4cc(-c5ccco5)ccc34)[C@]12C,-16,0.1,3,0.2,9,-2,-2,10
Cc1ccc(NC(=O)CSCC(=O)N(C)CC(=O)Nc2c(C)cccc2C)cc1,-2,0.0,-3,0.0,8,·,·,·
O=C(Nc1ccccc1Cl)C1CC(=O)N(c2ccccc2)C1 (configuration not stated),-2,-0.1,8,0.6,-5,-13,-8,·
C[C@@H]1CN([C@@H](C)CO)C(=O)c2cccc(NC(=O)CCCCCC(=O)Nc3ccccc3N)c2O[C@H]1CN(C)C(=O)Nc1ccccc1,4,-0.2,-6,-0.3,6,·,-6,0

Later entries:
Compound,S100A4 MyoIIA,XiGFP reactiv,EWS-Fli inh,E-sel inducer,RAD52 anneal inh,FN deposit inh,RAD54 branch,esBAF inh
CCCN(C(=O)Cc1coc2cc(C)c(C)cc12)c1c(N)n(Cc2ccccc2)c(=O)[nH]c1=O,0,0.0,-6,0.4,3,-1,·,·
CCc1ccc(NC(=O)C2CCC(CNC(=O)[C@@H]3Cc4ccccc4CN3)CC2)cc1 (some centres not stated),4,0.1,·,·,-1,-2,1,6
CC1CCc2sc(-c3n[nH]c(=S)o3)cc2C1 (configuration not stated),-5,0.1,-37,·,-20,5,·,·
CC(C(=O)NCc1ccc(F)cc1)n1ccc2cc(S(=O)(=O)N3CCCC3)ccc21 (configuration not stated),-12,0.0,·,·,-9,10,-2,5
O=C(NCC(=O)N(c1ccccc1)C(C(=O)NC1CCCCC1)c1cccnc1)c1ccco1 (configuration not stated),-29,0.3,-1,-11,-7,3,-5,0
CCc1ccc(C(=O)OCC(=O)Nc2c(C)n(C)n(-c3ccccc3)c2=O)cc1,-2,0.0,1,-0.1,1,10,3,-9
Cc1cc(CN(C)Cc2ccc(OCC(O)CN(C)Cc3ccccc3)cc2)on1 (configuration not stated),-1,-0.1,15,·,-5,6,0,·
CCN1C(=O)[C@H]2[C@@H](c3ccc(-c4ccc(C(C)=O)cc4)cc3)N3CCCC[C@@]3(C(=O)OC)[C@H]2C1=O,0,0.0,16,0.0,-26,5,-4,-5
O=C(C[C@@H]1CC[C@@H](NC(=O)C2CCOCC2)[C@@H](CO)O1)Nc1nccs1,-4,-0.1,6,-0.1,-8,-5,5,-2
Cc1cccc(S(=O)(=O)N2C[C@H]3[C@@H](c4ccccc42)[C@H](CO)N3CC2CCOCC2)c1,4,-0.1,-3,0.0,2,·,8,2
COc1ccc2c3c(n(C)c2c1)[C@H](CO)N(CC1CC1)CC31CN(S(=O)(=O)c2cccs2)C1,3,0.7,1,-0.3,17,·,·,·
Cc1ccc(S(=O)(=O)N(C)C[C@@H]2OCCCC[C@@H](C)Oc3ccc(NC(=O)Nc4ccc(F)cc4)cc3C(=O)N([C@@H](C)CO)C[C@H]2C)cc1,-5,0.0,9,-0.1,-9,0,-12,-8

Further compounds follow:
Compound,S100A4 MyoIIA,XiGFP reactiv,EWS-Fli inh,E-sel inducer,RAD52 anneal inh,FN deposit inh,RAD54 branch,esBAF inh
Cc1noc(C)c1NC(=O)N(C)C[C@@H]1Oc2ccc(NC(=O)Nc3ccccc3)cc2CC(=O)N([C@@H](C)CO)C[C@@H]1C,25,0.1,-6,0.0,2,3,-3,3
CCC1CCCCN1C(=O)c1ccc2c(c1)C(=O)N(c1ccc(C)cc1)C2=O (configuration not stated),0,0.2,-6,·,4,3,3,-6
O=C(O)C1C2C=CC(C2)C1C(=O)NCc1ccc(Cl)c(Cl)c1 (configuration not stated),-3,0.0,-14,1.4,-23,-2,·,·
O=C(Nc1ccc(N2CCOCC2)c(Cl)c1)c1ccc(F)cc1,0,·,-191,·,8,·,-10,?
C/C(=N\NC(=O)Cn1cc([N+](=O)[O-])cn1)c1ccco1,-10,0.0,3,0.0,-16,-11,-30,·
O=C(O)CCSc1nc2ccccc2n1-c1ccccc1,1,0.2,11,-0.1,1,0,3,-2
COc1ccc(C(=O)C2CCCN(Cc3cnc(N4CCOCC4)s3)C2)c(OC)c1 (configuration not stated),-3,0.0,11,0.0,-25,6,·,·
CC1CN(C2=N/C(=C/c3ccc4c(c3)OCO4)C(=O)N2)CC(C)O1 (configuration not stated),-5,0.1,-3,3.5,-36,-5,·,·
O=C(N/C(=C\c1cccc(Br)c1)C(=O)N1CCOCC1)c1ccco1,2,0.0,0,0.3,-6,-7,-11,8
COc1cccc(NC(=O)CN(C)C(=O)CNC(=O)c2ccccc2F)c1,-1,0.2,-24,0.0,-2,-4,-5,1
CC(C)(C)Cc1nnc(NC(=O)CCc2ccccc2)s1,7,0.0,-62,0.0,-7,-1,-2,21
CO[C@@H]1CN(C)C(=O)c2cc(NC(=O)Nc3cccc(F)c3)ccc2OC[C@@H](C)NC[C@@H]1C,-14,-0.3,-11,-0.2,5,8,-6,3

(listing goes on)
Compound,S100A4 MyoIIA,XiGFP reactiv,EWS-Fli inh,E-sel inducer,RAD52 anneal inh,FN deposit inh,RAD54 branch,esBAF inh
CC1CC(=S)Nc2ccccc2N1Cc1ccccc1 (configuration not stated),·,0.4,·,·,·,11,-9,1
COc1ccc(/C=N/NC(=O)Cn2cnc3c2c(=O)n(C)c(=O)n3C)cc1,0,-0.1,-1,-0.1,11,0,-3,·
C/C(CC(=O)NCc1ccccc1)=N\NC(N)=S,5,0.1,8,0.9,0,-17,·,·
COc1c(C)cc(C(=O)C2CCCN(S(=O)(=O)N(C)C)C2)cc1C (configuration not stated),0,0.0,6,·,-1,-5,-3,-2
COc1ccc(CC(=O)NCc2n[nH]c(=S)n2-c2ccc(Br)cc2)cc1,-4,0.0,-4,·,-11,3,·,·
CC(C)NC(=O)Nc1ccc2c(c1)C(=O)N([C@@H](C)CO)C[C@@H](C)[C@@H](CN(C)C)O2,0,0.1,·,-1.0,0,·,4,2
COc1ccc(CN(C)C[C@H]2Oc3c(NC(=O)c4ccncc4)cccc3C(=O)N([C@H](C)CO)C[C@@H]2C)cc1,6,0.0,0,-11,1,·,-3,6
CC(C)Cc1ccc(S(=O)(=O)N2CCN(c3ccccn3)CC2)cc1,0,0.1,8,·,3,-6,-9,5
COc1ccccc1Cn1c(SCC(N)=O)nc2c(oc3ccccc32)c1=O,-1,-0.1,-1,·,-12,-2,·,·
C1=C(c2ccccc2)CCN(c2nc3ccccc3n3cnnc23)C1,-1,-0.1,3,0.6,-32,2,7,1
COc1ccccc1C#Cc1cnc2c(c1)C(=O)N([C@@H](C)CO)C[C@H](C)[C@H](CN(C)CC1CC1)O2,10,-0.7,0,1.4,23,13,·,·
Cc1cc(C)c(NC(=O)C2CC(=O)N(C3CCCC3)C2)c(C)c1 (configuration not stated),0,0.0,-2,-0.4,-6,-5,0,-9
COc1cc([N+](=O)[O-])cc(/C=N/NC(=O)C(C)Nc2cccc(C)c2)c1O (configuration not stated),-5,0.0,0,·,-12,·,·,·
CCOC(=O)c1cc(C(C)(C)C)nc(SC)c1C#N,-1,-0.2,7,·,-5,19,·,·
COc1cc(CN2CCCCC2C(=O)Nc2ccc(Oc3ccccc3)nc2)ccc1O (configuration not stated),1,0.0,-16,·,4,-2,-2,·

An excerpt from above in order of the esBAF inh value, highest first:
canonical_smiles | esBAF inh
COc1ccc(CN(C)C[C@H]2Oc3c(NC(=O)c4ccncc4)cccc3C(=O)N([C@H](C)CO)C[C@@H]2C)cc1 | 6
C1=C(c2ccccc2)CCN(c2nc3ccccc3n3cnnc23)C1 | 1
Cc1cc(C)c(NC(=O)C2CC(=O)N(C3CCCC3)C2)c(C)c1 (configuration not stated) | -9
